TEAD-YAP block: TEAD-YAP interaction inhibition | HEK-TIYL cells, TEAD-Gal4/YAP UAS-luciferase luminescence | inhibition, % at 9.12 µM | hit rate 1.4% among 640,000; in the data active means inhibition above about 32%;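 further: 0% = median of test compound wells and 100% = reference inhibitor wells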
GPR151 ag: activates the human receptor GPR151; PathHunter beta-arrestin GPR151 cells, luminescence; Q8TDV0; activation, % at 11.2 µM; hit rate 1% among 650,000; in the data active means activation above about 4.9%;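 further: 0% = median of compound wells and 100% = cells with positive control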
Target sequence (Q8TDV0 whole entry, looked up): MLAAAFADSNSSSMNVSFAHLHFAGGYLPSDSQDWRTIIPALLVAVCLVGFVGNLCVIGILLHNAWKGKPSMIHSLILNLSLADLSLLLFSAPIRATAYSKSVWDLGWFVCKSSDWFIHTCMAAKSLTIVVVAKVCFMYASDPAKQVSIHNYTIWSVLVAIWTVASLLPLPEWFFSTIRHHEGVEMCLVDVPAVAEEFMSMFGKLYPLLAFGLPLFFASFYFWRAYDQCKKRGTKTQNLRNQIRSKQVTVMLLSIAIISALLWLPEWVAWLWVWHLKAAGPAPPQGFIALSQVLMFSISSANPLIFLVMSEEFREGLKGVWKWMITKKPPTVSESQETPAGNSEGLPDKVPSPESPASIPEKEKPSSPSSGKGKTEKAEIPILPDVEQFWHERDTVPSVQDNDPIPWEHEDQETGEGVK
FBW7 activator: human FBW7 E3 ligase activation, primary screen. Q969H0. AlphaScreen FBW7–phospho-cyclin E peptide binding, activator screen. normalized activity (activation), % at 26.1 µM. hit rate 0.13% among 650,000; in the data active means normalized activity above about 1.9%;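 further: purified mutant Fbw7 with reduced substrate affinity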
MITF primary: blocks human microphthalmia-associated transcription factor | AID 1259374 | AlphaScreen MITF homodimerization, bead proximity signal | hit rate 0.91% among 650,000 | inhibition, % at 2.6 µM | O75030; in the data active means inhibition above about 50%;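 further: 0% = vehicle wells with protein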
Target sequence (O75030 whole entry, looked up): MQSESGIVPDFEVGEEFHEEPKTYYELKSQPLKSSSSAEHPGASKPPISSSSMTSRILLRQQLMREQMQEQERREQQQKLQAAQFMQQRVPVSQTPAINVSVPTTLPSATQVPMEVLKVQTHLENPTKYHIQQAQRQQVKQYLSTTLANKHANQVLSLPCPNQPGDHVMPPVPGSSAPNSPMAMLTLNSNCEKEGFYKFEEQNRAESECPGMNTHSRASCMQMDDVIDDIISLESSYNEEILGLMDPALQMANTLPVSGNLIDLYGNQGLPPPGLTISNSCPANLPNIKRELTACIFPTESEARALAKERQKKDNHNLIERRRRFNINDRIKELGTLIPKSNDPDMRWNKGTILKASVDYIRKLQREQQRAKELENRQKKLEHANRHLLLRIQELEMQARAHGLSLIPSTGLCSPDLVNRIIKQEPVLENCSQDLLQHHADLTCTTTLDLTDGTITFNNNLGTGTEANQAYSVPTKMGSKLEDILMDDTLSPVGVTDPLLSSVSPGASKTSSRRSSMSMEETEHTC
Numbers without * were called inactive. Not a hit list. About 3.4% of those tested had a hit in this group.

SMILES	TEAD-YAP block	GPR151 ag	FBW7 activator	MITF primary
CCc1ccc(N(CC(=O)NC2CCCC2)C(=O)CCC(=O)Nc2nc(C)cs2)cc1	8.6	-0.3	0.0	4.6
Cc1nn(CC(=O)Nc2c(F)cc(F)cc2Br)c(C)c1[N+](=O)[O-]	-8.3	0.3	-0.1	-6.5
COc1ccc(Cl)cc1NS(=O)(=O)c1cc2c(cc1Cl)NC(=O)CO2	2.3	-1.9	0.1	6.2
C=CCNC(=O)c1cc2c(=O)n3cccc(C)c3nc2n(Cc2ccccc2)c1=N	5.8	-1.5	0.1	13.9
CC(=O)Nc1ccc(NC(=O)C2CCN(c3ccc(Cl)nn3)CC2)cc1	-4.7	-1.8	0.2	-1.0
Cc1cccc(N(C(=O)c2snc(C(N)=O)c2N)C(C)C(=O)NCC2CCCO2)c1 (stereo not given)	-7.3	0.2	0.2	5.8
Cc1cc(NC(=O)CSc2ccc(-c3ccccn3)nn2)no1	-4.6	-0.6	-0.2	78.7*
CN(C)/N=C/c1cc([N+](=O)[O-])ccc1O	-6.9	0.8	0.0	-3.2
FC(F)(F)c1ccc(Cn2cnc3c(Nc4ccccc4)nc(Nc4ccc5ncccc5c4)nc32)cc1	-8.3	0.5	0.0	4.4
CC(C)C(=O)Nc1ccc2c(c1)CCCN2C(=O)c1cccs1	9.3	-1.1	-0.1	1.7
CCC(=O)N1CCc2cc(S(=O)(=O)NC(CC(C)C)C(=O)NC3CCCCC3)ccc21 (stereo not given)	-1.2	-0.8	-0.1	-0.7
CC(C)CCC1(C2CCN(Cc3cccnc3)CC2)NC(=O)NC1=O (stereo not given)	4.5	0.7	-0.1	-3.4
CC(=O)Nc1ccc(C(C)(c2ccccc2)c2ccc(NC(C)=O)cc2)cc1	1.3	0.1	0.2	25.1
CCOc1ccc(C2c3[nH]c4ccccc4c3CCN2C(=O)c2ccccc2C)cc1 (stereo not given)	3.3	-1.4	0.3	9.0
O=C(CSc1nc(-c2ccccc2Cl)ns1)N1CCCC1	-36.8	-0.6	1.0	5.6
CN1CCN(Cc2cc(C=O)ccc2O)CC1	5.0	-0.4	0.1	-6.8
Cn1cnnc1SCC(=O)Nc1cccc(NC(=O)CSc2nncn2C)n1	-0.9	-0.5	0.0	6.2
Cc1ccc2[nH]c(=O)c(CN(Cc3nnnn3Cc3ccccc3)CC3CCCO3)cc2c1 (stereo not given)	3.9	0.0	0.4	-0.9
Cc1nn(-c2ccccc2)c(Cl)c1/C=C1\SC(=O)NC1=O	15.9	-0.5	0.3	5.0
Cc1nccn1-c1ccc(NC(=O)C2CCCN(Cc3ccsc3)C2)cc1 (stereo not given)	4.4	1.7	0.2	28.8

Taken from above:
GPR151 ag with CN1CCN(Cc2cc(C=O)ccc2O)CC1 stands at -0.4
MITF primary with CC(=O)Nc1ccc(C(C)(c2ccccc2)c2ccc(NC(C)=O)cc2)cc1 stands at 25.1
FBW7 activator with CCOc1ccc(C2c3[nH]c4ccccc4c3CCN2C(=O)c2ccccc2C)cc1 (stereo not given) stands at 0.3
FBW7 activator with Cn1cnnc1SCC(=O)Nc1cccc(NC(=O)CSc2nncn2C)n1 stands at 0.0
GPR151 ag with Cc1nn(-c2ccccc2)c(Cl)c1/C=C1\SC(=O)NC1=O stands at -0.5
FBW7 activator with O=C(CSc1nc(-c2ccccc2Cl)ns1)N1CCCC1 stands at 1.0
MITF primary with CCC(=O)N1CCc2cc(S(=O)(=O)NC(CC(C)C)C(=O)NC3CCCCC3)ccc21 (stereo not given) stands at -0.7

The list goes on.
SMILES	TEAD-YAP block	GPR151 ag	FBW7 activator	MITF primary
CC1CCCCN1C(=O)CCNS(=O)(=O)c1ccc2c(c1)c(=O)n(C)c(=O)n2C (stereo not given)	0.4	-0.5	1.0	16.6
COC(=O)c1cc(=O)nc2sc3cc(C)ccc3n12	5.8	1.6	0.2	-8.2
COc1ccc(CC(=O)Nc2ccc3nc(N4CCOCC4)cc(C)c3c2)cc1	-4.3	-1.7	-0.2	-1.1
O=c1c2cc(Br)ccc2[nH]c(=S)n1Cc1ccccn1	-2.3	-0.8	-0.1	2.9
COc1ccc(N(C(C)C(=O)Nc2c(C)cccc2C(C)C)S(C)(=O)=O)cc1 (stereo not given)	-0.5	3.9	0.1	-10.5
CC(=O)Nc1cccc(Oc2ccc3c(c2)C(=O)N(c2cccc(Cl)c2)C3=O)c1	80.1*	-5.7	0.0	-6.5
COc1ccccc1Cn1c(SCC(=O)NCc2ccco2)nc2ccccc2c1=O	10.4	2.2	-0.1	9.9
Cc1cc(Br)cc(/C=N/NC(=O)CNC(=O)c2cccc(F)c2)c1O	19.8	1.8	-0.1	0.0
CN(C)CCNC(=O)CCc1nc(-c2ccccc2F)no1	-0.7	-0.1	0.2	23.1
CCNC(=O)CN(c1cccc(C)c1C)S(=O)(=O)c1ccccc1	-3.9	2.0	0.1	15.3
CCn1c(C)[n+](CC)c2ccc(N)cc21	1.0	1.1	-0.3	7.3
O=C1CCS/C1=C\NNC(=O)c1ccc(Br)cc1	-7.6	0.4	0.0	8.4
COc1ccc(C=NCCN2Cc3ccccc3C2=O)cc1OC	-3.0	0.6	0.0	-2.4
N#CCc1nn(-c2nncc3ccccc23)c(N)c1C#N	-6.6	1.5	-0.3	-3.2
Cc1sc2nc(C)n3c(=O)n(CC(=O)Nc4ccc5c(c4)OCCO5)nc3c2c1C	-5.3	0.2	0.0	10.2
CC(=O)NC1=NN(C(C)=O)C(c2sccc2C)S1 (stereo not given)	1.7	0.2	0.1	6.4
CC(C(=O)N1CCC2(CC1)CC(O)(c1nccs1)CO2)n1nc2ccccc2n1 (stereo not given)	6.6	2.8	0.2	8.3
Cc1ccc(-c2nc3cnccn3c2NCc2ccco2)s1	-21.4	2.4	-0.1	2.1
COc1cccc(NC(=O)c2cnc(SC)nc2C)c1	-8.7	-2.1	0.1	5.5
Clc1cccc(/C=C/c2nn3c(-c4cccnc4)nnc3s2)c1	-5.5	1.4	0.1	9.4
O=C1CSC(=O)N1Cc1c(Cl)cccc1Cl	13.7	0.1	2.2*	19.0
c1ccc(CNc2ccc3nnc(-c4ccccc4)n3n2)cc1	-7.4	-0.7	0.3	0.2
COc1cccc(CC2(CO)CCN(C(=O)/C=C/c3ccccn3)CC2)c1	11.3	-0.5	0.2	8.3
O=C(O)Cc1ccc(N2C(=O)Nc3ccccc3N2O)cc1	7.4	-0.7	0.0	10.7
CC(=O)N1Cc2cc(NS(=O)(=O)c3ccccc3Cl)ccc2Oc2ccccc21	-3.1	-1.9	0.1	11.8
COCCCC1CCN(C(=O)c2cc(COc3ccc(C)nc3)on2)CC1	16.1	-1.1	-0.1	-12.4
Cc1ccc(OCCCN2CCOCC2)c(C(C)(C)C)c1	0.1	-0.8	0.0	39.2
COc1ccc(CCn2c(-c3ccc(Br)cc3)cn3c4c(=O)n(C)c(=O)n(C)c4nc23)cc1OC	0.2	-0.5	0.0	-1.5
CC1CCN(S(=O)(=O)c2ccc(-c3ccc(S(=O)(=O)N4CCC(C)CC4)cc3)cc2)CC1	-6.3	1.3	-0.2	-7.3
COC(=O)c1c(OC2CCCC2)cc(=O)n2c1CCN(C(=O)c1ccc(C)nc1)CC2	-7.3	-1.5	0.3	6.4

Three compounds drawn at random from the list so far:
SMILES	TEAD-YAP block	GPR151 ag	FBW7 activator	MITF primary
CC(C)CCC1(C2CCN(Cc3cccnc3)CC2)NC(=O)NC1=O (stereo not given)	4.5	0.7	-0.1	-3.4
CN(C)/N=C/c1cc([N+](=O)[O-])ccc1O	-6.9	0.8	0.0	-3.2
Cc1cc(Br)cc(/C=N/NC(=O)CNC(=O)c2cccc(F)c2)c1O	19.8	1.8	-0.1	0.0

(next part)
SMILES	TEAD-YAP block	GPR151 ag	FBW7 activator	MITF primary
CCOC(=O)C1=C(C)NC2=C(C(=O)C(C(=O)OCC)C(c3ccccc3OC)C2)C1c1cc(OC)c(OC)c(OC)c1 (stereo not given)	-12.9	1.1	-0.1	-3.0
COC(=O)COc1ccc2c(=O)c(-c3ccc(OC)c(OC)c3)c(C(F)(F)F)oc2c1	3.2	-0.3	0.0	0.1
O=C(CC1c2ccccc2Oc2ccccc21)Nc1ccccn1	25.2	0.2	0.1	16.9
COc1ccc(/C(C)=N/N=C(N)N)cc1OC	-2.4	1.2	-0.1	-7.1
Cc1c(N2C(=O)SC(CC(=O)O)C2=O)c(=O)n(-c2ccccc2)n1C (stereo not given)	2.8	-0.3	0.0	-4.8
O=S(=O)(NC1CCCc2ccccc21)c1ccc(-n2cccn2)cc1 (stereo not given)	-3.2	0.6	0.0	-13.9
OC1CCCN(Cc2cccc(F)c2)C1 (stereo not given)	-2.0	0.5	0.1	-0.8
Cc1ccc(-c2csc(NC(=O)c3ccc(S(=O)(=O)N4CCc5ccccc54)cc3)n2)cc1	3.7	0.2	0.0	10.8
CC(=O)c1ccc(NC(=O)c2cc(-n3cnnc3)ccc2Cl)cc1	13.2	2.4	-0.1	5.8
Nc1nc2c(nc(N/N=C/c3ccc(O)cc3)n2C2OC(CO)C(O)C2O)c(=O)[nH]1 (stereo not given)	-2.8	0.2	0.1	-0.6
O=C(NCCNC(=O)C(c1ccccc1)c1ccccc1)C(c1ccccc1)c1ccccc1	1.5	-0.5	0.2	13.2
COC(=O)c1ccccc1S(=O)(=O)C1CCN(Cc2cccc(C(F)(F)F)c2)CC1	-2.2	-0.3	0.0	7.2
O=C1CCC(CCC(=O)N2CCCCC2c2cccnc2)(Cc2cccc3ccccc23)N1 (stereo not given)	5.8	-0.3	0.0	1.1
COc1ccc(NC(=O)CCC(=O)c2ccccc2)cc1	-9.1	-0.7	0.2	0.4
CCOC(=O)c1cnc2ncnn2c1N	6.6	0.1	0.1	5.5
COc1cccc(NC(=O)CN2CCN(CC(=O)Nc3ccccc3Cl)CC2)c1	-0.6	1.3	-0.1	-3.8
CCN1CC2([N+](=O)[O-])C=C(C(N)=O)CC([N+](=O)[O-])(C1)C2 (stereo not given)	-0.4	-0.1	-0.1	1.1
COc1ccccc1OC/C(O)=C(\C#N)c1nc2ccccc2[nH]1	3.8	1.4	0.0	-2.2
CCOc1ccccc1NC(=O)C1CC(=O)N(c2ccc(C)cc2)C1 (stereo not given)	7.0	-1.0	0.0	-0.6
Cc1ccc(NC(=O)Cn2nnc(-c3ccccc3NC(=O)c3cnc(C)cn3)n2)cc1	-0.7	0.2	-0.1	2.3

Among those listed so far, three have a nitro group on carbon.
SMILES	TEAD-YAP block	GPR151 ag	FBW7 activator	MITF primary
Cc1nn(CC(=O)Nc2c(F)cc(F)cc2Br)c(C)c1[N+](=O)[O-]	-8.3	0.3	-0.1	-6.5
CN(C)/N=C/c1cc([N+](=O)[O-])ccc1O	-6.9	0.8	0.0	-3.2
CCN1CC2([N+](=O)[O-])C=C(C(N)=O)CC([N+](=O)[O-])(C1)C2 (stereo not given)	-0.4	-0.1	-0.1	1.1

A section taken from the entries so far:
SMILES	TEAD-YAP block	GPR151 ag	FBW7 activator	MITF primary
COC(=O)c1ccccc1S(=O)(=O)C1CCN(Cc2cccc(C(F)(F)F)c2)CC1	-2.2	-0.3	0.0	7.2
O=C1CCC(CCC(=O)N2CCCCC2c2cccnc2)(Cc2cccc3ccccc23)N1 (stereo not given)	5.8	-0.3	0.0	1.1

(continued)
SMILES	TEAD-YAP block	GPR151 ag	FBW7 activator	MITF primary
O=C(CCCN1C(=O)/C(=C/c2cccs2)SC1=S)Nc1ccc(C(=O)O)cc1	3.1	-0.2	0.2	1.0
Clc1ccccc1Nc1nc2nonc2n2cnnc12	-6.8	0.8	0.0	0.3
O=C(NC1CCCCC1)C(c1ccccn1)N(C(=O)c1csnn1)c1ccccc1 (stereo not given)	3.8	0.6	0.0	-1.6
N#Cc1c(-c2ccc3c(c2)OCO3)c(C#N)c2sc3ccccc3n2c1=O	-27.4	-1.2	-0.1	6.4
COc1ccc2ccccc2c1C1C(C(C)=O)=C(C)N=c2s/c(=C\c3cccc(O)c3)c(=O)n21 (stereo not given)	-7.8	-0.3	0.1	5.1
O=C(c1ccc(Cl)cc1)C1CCN(CC(=O)N2CCOCC2)CC1	1.3	0.2	0.1	18.8
N#CCSc1nc2ccccc2c(=O)n1CC1CCC(C(=O)NCc2ccco2)CC1 (stereo not given)	-12.9	0.2	0.0	-5.4
O=C(Nc1ccc2[nH]ncc2c1)C1CCN(C(=O)[C@@H](O)CSc2ccc(Br)cc2)C1 (stereo not given in full)	2.5	0.8	-0.1	7.2
CCN1CCCC1CNC(=O)c1cn(-c2ccc(F)cc2F)c(=O)c2ccccc12 (stereo not given)	1.7	2.2	0.1	6.7
Cc1c(NC(=O)NC2CCCC2)n(C)c(=O)n1-c1ccccc1	8.3	0.2	0.5	21.9

Source: PubChem (The Scripps Research Institute Molecular Screening Center)
